CHRM4 PAM: human M4 muscarinic receptor positive allosteric modulators, primary screen, CHO-K1 cells, Fluo-8 calcium fluorescence; Muscarinic acetylcholine receptor M4 (Homo sapiens), P08173; actives 0.4% (n = 360,000); AID 624126, 2012; CHO-K1 hM4/Gqi5, ACh EC20; 0% = ACh EC20, 100% = maximal ACh; activation, % at 3 µM;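 active = activation above its plate's cutoff, the mean activation of sample wells plus 3 SD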; note: some results filed as inactive read as strong as hits
Target sequence (P08173 whole entry, looked up): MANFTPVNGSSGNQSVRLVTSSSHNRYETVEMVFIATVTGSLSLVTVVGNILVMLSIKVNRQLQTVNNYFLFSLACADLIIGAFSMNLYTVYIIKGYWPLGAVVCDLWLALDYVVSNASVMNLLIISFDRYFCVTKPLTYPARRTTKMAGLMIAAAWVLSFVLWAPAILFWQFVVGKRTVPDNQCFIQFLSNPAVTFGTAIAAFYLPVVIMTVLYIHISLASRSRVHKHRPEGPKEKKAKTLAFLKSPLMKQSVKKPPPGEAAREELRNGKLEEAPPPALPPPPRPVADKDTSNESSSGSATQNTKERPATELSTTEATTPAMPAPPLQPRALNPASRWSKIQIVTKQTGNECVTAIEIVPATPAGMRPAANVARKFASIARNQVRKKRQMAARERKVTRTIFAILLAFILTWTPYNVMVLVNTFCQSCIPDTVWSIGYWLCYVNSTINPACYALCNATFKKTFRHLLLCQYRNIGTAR
M5 antag: human M5 muscarinic receptor antagonists, primary screen, CHO cells, Fluo-8 calcium fluorescence; inhibition, % at 3 µM; AID 624040, 2012; CHO-hM5 cells, ACh EC80; actives 0.59% (n = 360,000); Muscarinic acetylcholine receptor M5 (Homo sapiens), P08912;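 active = inhibition above a per-plate cutoff, the mean of that plate's test compounds plus 3 SD, cut at about 27% in these data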;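 note: 0% = acetylcholine EC80 with DMSO and 100% = DMSO without agonist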
Target sequence (P08912 whole entry, looked up): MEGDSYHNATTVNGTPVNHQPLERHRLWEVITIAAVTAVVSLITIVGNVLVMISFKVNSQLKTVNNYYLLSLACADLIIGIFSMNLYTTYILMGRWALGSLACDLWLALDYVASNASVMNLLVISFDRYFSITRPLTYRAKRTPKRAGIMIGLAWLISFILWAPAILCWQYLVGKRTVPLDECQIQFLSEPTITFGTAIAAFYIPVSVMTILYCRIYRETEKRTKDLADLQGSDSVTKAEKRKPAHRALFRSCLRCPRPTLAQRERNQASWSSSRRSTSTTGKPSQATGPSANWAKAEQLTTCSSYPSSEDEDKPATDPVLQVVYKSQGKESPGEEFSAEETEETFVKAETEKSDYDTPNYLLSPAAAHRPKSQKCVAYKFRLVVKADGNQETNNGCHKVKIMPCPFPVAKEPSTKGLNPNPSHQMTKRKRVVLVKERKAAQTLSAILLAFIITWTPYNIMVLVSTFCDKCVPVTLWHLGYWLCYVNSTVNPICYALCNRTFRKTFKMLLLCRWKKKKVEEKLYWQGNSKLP
M5 ag: human M5 muscarinic receptor agonists, primary screen, CHO-K1 cells, Fluo-8 calcium fluorescence; Muscarinic acetylcholine receptor M5 (Homo sapiens), P08912; CHO-K1 hM5 cells; 0% DMSO wells, 100% maximal acetylcholine response; activation, % at 3 µM; actives 0.19% (n = 360,000); AID 624037, 2012;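 active = activation above the run's mean over test compounds plus 3 SD, cut at about 23% in these data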;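 note: signal is peak over basal fluorescence ratio across the kinetic read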
CHRM4 agonist: human M4 muscarinic receptor agonists, primary screen, CHO-K1 cells, Fluo-8 calcium fluorescence; actives 0.14% (n = 360,000); CHO-K1 hM4/Gqi5; vehicle 0%, full acetylcholine response 100%; Muscarinic acetylcholine receptor M4 (Homo sapiens), P08173; activation, % at 3 µM;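 active = activation above the run mean over all test wells plus 3 SD, cut at about 32% in these data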;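 note: peak over basal fluorescence ratio per well then scaled between controls; 0% = DMSO wells and 100% = acetylcholine at EC100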
IDE inh: human IDE inhibitors in live cells, primary screen, fluorescence polarization, HEK cells, FAbetaB substrate; Insulin-degrading enzyme (Homo sapiens), P14735; FAbetaB cleavage; inhibition, % at 5.59 µM; actives 0.41% (n = 320,000);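 active = percent inhibition above the average of all tested compounds plus 3 SD, set per screening campaign, cut at about 16% in these data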;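 note: IDE supplied by intact live HEK cells; FP after avidin binding of uncleaved biotin substrate so inhibition keeps polarization high; 0% = DMSO wells and 100% = 60 µM reference IDE inhibitor Ii1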
CRFBP-R2 block: antagonists of CRF-BP/CRF-R2 complex, primary screen, cell-based, HEK293, calcium dye fluorescence, uHTS; CRF-induced calcium fluorescence; inhibition, % at 11.8 µM; actives 0.59% (n = 350,000); AID 588475, 2011;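 active = inhibition of the ligand-induced calcium signal above about 50% at the single tested concentration, limit read from the data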
M5 PAM: human M5 muscarinic receptor positive allosteric modulators, primary screen, CHO-K1 cells, Fluo-8 calcium fluorescence; Muscarinic acetylcholine receptor M5 (Homo sapiens), P08912; CHO-K1 hM5, ACh EC20 PAM; 0% = ACh EC20, 100% = ACh EC100; actives 0.3% (n = 360,000); activation, % at 3 µM;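 active = activation above the run cutoff, the mean activation of all test compounds plus 3 SD, cut at about 18% in these data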
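system = human M5 receptor in CHO-K1 cells | compound = one concentration, 3 µM final (nominal) | schedule = Post-acetylcholine fluorescence recording 140 s | signal = Fluo-8 calcium dye fluorescence, kinetic read | benchmarks = low control EC20 acetylcholine (0%), high control EC100 acetylcholine (100%) | repeats = singlicate, one well per test compound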
CHRM4 antagonist: human M4 muscarinic receptor antagonists, primary screen, CHO cells, Fluo-8 calcium fluorescence. Muscarinic acetylcholine receptor M4 (Homo sapiens), P08173. CHO-hM4 cells, ACh EC80. inhibition, % at 3 µM. actives 0.73% (n = 360,000);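 active = inhibition above its plate's cutoff, the mean inhibition of sample wells plus 3 SD, cut at about 27% in these data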;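 note: 0% = acetylcholine EC80 with DMSO and 100% = DMSO without agonist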
CRFBP-R2 agonist: agonists of CRF-BP/CRF-R2 complex, primary screen, cell-based, HEK293, calcium dye fluorescence, uHTS; calcium dye fluorescence (FLIPR); percent of saturating CRF peptide response; activation, % at 13.2 µM; actives 0.46% (n = 350,000); AID 588473, 2011;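 active = activation of at least 50%, plus an integration ratio under a set limit after plate pattern correction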;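 note: plate controls were neutral control wells without compound for no effect and CRF at EC100 for full effect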
* = called active by the depositor; · = no result given. Rows were taken by chance; any-hit rate near 2.9%.

CHRM4 PAM,M5 antag,M5 ag,CHRM4 agonist,IDE inh,CRFBP-R2 block,M5 PAM,CHRM4 antagonist,CRFBP-R2 agonist,molecule
-5,8,-3,0,-2,3,-10,-1,-1.5,COCCN(C(=O)Cn1nnc2ccccc21)C(C(=O)NC1CCCC1)c1cccc(OC)c1OC (stereo unspecified)
0,1,2,-1,-4,3,5,-6,1.4,NC1CCN(c2c(F)cc3c(=O)c(C(=O)O)cn(C4CC4)c3c2Cl)C1 (stereo unspecified)
-1,-3,0,2,2,-3,-5,-11,1.1,CN(C(=O)c1ccc(F)c(S(=O)(=O)N2CCOCC2)c1)C1CCCCC1
-17,1,-1,12,7,0,-2,13,-1.7,Fc1ccc(/C=N/Nc2nc(-c3cccnc3)nc3ccccc23)cc1
3,10,0,0,1,5,-5,0,3.5,COc1ccc(/C=N/NC(=O)c2cccc(NC(C)=O)c2)c(OC)c1
-4,7,0,9,-4,4,-6,1,-0.5,COc1ccc(OC)c(NC(=O)COc2coc(CN3CCCc4ccccc43)cc2=O)c1
-2,4,0,3,-3,-21,-9,-1,-1.3,COc1ccc(-c2nn(-c3ccccc3)cc2C(=O)NCCCn2ccnc2)cc1
-3,0,-4,2,-1,-1,-1,-10,1.8,CC(NC(=O)CNC(=O)C1CCCCC1)c1ccc(S(N)(=O)=O)cc1 (stereo unspecified)
-8,-9,-5,0,-3,-10,3,14,-1.4,CCN(CC)CCNC(=O)C1c2cc(OC)c(OC)cc2C(=O)N2CCc3ccccc3C12 (stereo unspecified)
-1,0,-4,0,-5,-5,1,5,-0.2,COc1cc(C)ccc1OCc1cc(C(=O)NCCN2CCCC(O)C2)no1 (stereo unspecified)
-10,0,-1,-1,9,-8,2,-5,-1.6,CCOc1ccc(CCNC(=O)COC(=O)c2nc3nc(C)cc(C)n3n2)cc1OCC
0,-8,-2,-2,1,3,3,-10,0.0,CCCOc1ccc(/C=N/NC(=O)CN(c2ccc(OCC)cc2)S(C)(=O)=O)cc1
-4,-11,-6,0,5,-8,-5,-4,-1.3,Cc1ccc(OCCCCN2CCc3ccccc3C2)c(C)c1
-4,2,-4,-1,-8,-7,1,2,0.9,COCc1nc2ccccc2n1Cc1cccc(C)c1
1,2,-5,3,10,1,-1,-26,0.2,CCn1c(=S)sc2c(=O)n(CC(=O)Nc3ccc(OC)cc3)c(C)nc21
-3,-3,3,2,·,·,0,-14,·,COc1ccc(-c2csc(C(C)(O)c3ccncc3)n2)cc1OC (stereo unspecified)
7,-6,-1,0,-1,-15,3,-6,1.1,Cc1c(NC(=O)C(C)NCC2CCCO2)c(=O)n(-c2ccccc2)n1C (stereo unspecified)
3,3,-1,1,·,·,-6,1,·,COc1ccc(-c2csc(C(NC(C)=O)c3cccc(F)c3)n2)cc1 (stereo unspecified)
5,1,-3,-1,-3,-3,4,8,0.0,Cc1cc(Cl)ccc1Oc1ncnc2onc(C)c12
-7,9,2,4,0,-2,-2,10,-0.3,CC(=O)c1cccc(NC(=O)c2ccc(C)c(S(=O)(=O)N3CCOCC3)c2)c1
-2,6,-3,1,3,3,-3,3,-0.7,CCOC(=O)N1CCN(C(=O)CN(c2ccc(C)c(C)c2)S(=O)(=O)c2ccccc2)CC1
1,7,-3,2,4,-28,2,1,6.0,Oc1c(C=Nc2cccnc2)sc2ccccc12
0,7,-5,1,-1,-2,-8,-8,-1.1,CC(=O)Nc1ccc2nsnc2c1
10,3,-5,1,3,14,5,-1,0.1,CCOC(=O)Cn1nc(-c2ccc(F)cc2)oc1=O
-18,8,4,18,2,1,-13,2,1.9,CCCC(=O)c1ccc(N2CCN(C(=O)c3ccccc3Br)CC2)c(F)c1

Another view of 4 compounds above.
compound	CHRM4 PAM	M5 antag	M5 ag	CHRM4 agonist	IDE inh	CRFBP-R2 block	M5 PAM	CHRM4 antagonist	CRFBP-R2 agonist
NC1CCN(c2c(F)cc3c(=O)c(C(=O)O)cn(C4CC4)c3c2Cl)C1 (stereo unspecified)	0	1	2	-1	-4	3	5	-6	1.4
CN(C(=O)c1ccc(F)c(S(=O)(=O)N2CCOCC2)c1)C1CCCCC1	-1	-3	0	2	2	-3	-5	-11	1.1
Fc1ccc(/C=N/Nc2nc(-c3cccnc3)nc3ccccc23)cc1	-17	1	-1	12	7	0	-2	13	-1.7
COc1ccc(/C=N/NC(=O)c2cccc(NC(C)=O)c2)c(OC)c1	3	10	0	0	1	5	-5	0	3.5

(continued)
CHRM4 PAM,M5 antag,M5 ag,CHRM4 agonist,IDE inh,CRFBP-R2 block,M5 PAM,CHRM4 antagonist,CRFBP-R2 agonist,molecule
23*,6,22,12,18*,-15,20*,-16,-0.6,Cc1c(-c2cccc(Cl)c2)nc2ccccc2c1C(=O)OCC(=O)N(C)C1CCS(=O)(=O)C1 (stereo unspecified)
6,-4,0,2,1,-4,2,-5,0.7,COc1ccc(/C=C/S(=O)(=O)NCc2ccccc2)cc1OC
3,11,-2,1,0,25,-5,-8,-0.8,CCCCOc1cccc(C(=O)Nc2ccc(S(=O)(=O)Nc3cc(C)on3)cc2)c1
9,6,-2,1,6,12,-7,-7,2.7,N#C/C(=C(/O)CCl)c1nc(-c2ccccc2)cs1
10,-1,-1,1,·,-4,-3,-8,0.0,C=CCSc1nnc(NC(=O)c2ccc3c(c2)OCCO3)s1
6,8,-1,0,·,-12,0,-10,1.6,CC(C)(C)S(=O)N1Cc2cc(=O)n(Cc3ccccc3)cc2[C@@H]1CCO (stereo partly specified)
-2,3,-2,4,5,0,0,-4,0.9,O=C(NCCc1ccc(Cl)cc1Cl)c1ccc2nc[nH]c2c1
-4,-7,-12,5,-1,-1,3,7,0.5,O=C(CCc1ccc(S(=O)(=O)N2CCOCC2)cc1)N1CCN(Cc2ccc3c(c2)OCO3)CC1
-3,8,-4,1,10,-112,-1,4,196*,CCOC(=O)CSc1nc(N2CCOCC2)c2c(c1C#N)CC(C)(C)N(C)C2
6,9,-2,0,2,15,-2,2,0.1,O=C(Cn1cnc([N+](=O)[O-])n1)c1ccc(O)c(O)c1
11,1,3,-1,0,5,9,-8,-1.5,CC(C)Cn1c(=O)c2ccccc2n2c(SCC(=O)N3c4ccccc4CC3C)nnc12 (stereo unspecified)
1,1,-3,1,·,·,-1,-2,·,CC(=O)NC(c1ccccc1)c1nc(-c2cccc(C#N)c2)cs1 (stereo unspecified)
0,2,1,4,1,·,-1,-1,·,O=C(c1cccc(-n2cccc2)c1)N1CCN(S(=O)(=O)c2ccccc2)CC1
-2,7,-2,0,·,5,4,4,-0.3,CCc1ccc(OC(=O)Nc2ccccc2)cc1
8,3,0,0,1,-34,3,-11,1.3,CCOc1ccc(OCC)c(S(=O)(=O)N2CCOCC2)c1
-5,4,-1,1,-1,4,-5,7,-1.3,COc1ccccc1/C=C(/C(=O)OCC(N)=O)c1ccccc1
2,-5,0,2,0,38,1,-2,-1.6,O=C(COC(=O)COc1ccccc1[N+](=O)[O-])NC1CCCC1
1,3,-5,0,-2,11,-2,-1,-3.3,CCOc1ccc(OCC)c(NC(=O)C2CCN(S(=O)(=O)c3ccc4c(c3)CC(C)N4C(C)=O)CC2)c1 (stereo unspecified)
-12,8,-3,7,1,-9,-5,14,2.5,O=C(Nc1ccc(-c2nc3ccccc3o2)c(O)c1)c1cc(-n2cnnc2)ccc1Cl
-1,7,1,0,3,0,-1,-2,-0.9,N#Cc1c(SCC(=O)O)nc(N2CCOCC2)c2c1CCCC2
4,-5,0,2,6,-13,0,-15,-0.6,CCCCCC(=O)Nc1ccc(C(=O)COC(=O)c2ccccn2)cc1
-1,0,0,1,3,-13,4,8,-1.8,Cc1cc(NC(=O)C2CC(=O)OC2c2ccccc2)no1 (stereo unspecified)
-1,6,1,0,1,1,-4,11,-2.4,Cc1cc(C(=O)N2CCN(S(C)(=O)=O)CC2)sc1-c1ccccc1
-3,-5,-3,0,-1,27,5,7,-2.9,CC1=C([N+](=O)[O-])C(c2ccccc2Cl)NC(=O)N1 (stereo unspecified)
-2,2,-11,0,1,2,0,-10,1.3,Cc1cc(C)c(OCCOCCN2CCN(C)CC2)c(Cl)c1
13,-4,-3,2,1,5,15,-11,-0.9,O=c1[nH]c2cccnc2c2ccsc12
-5,6,-2,1,-4,6,-5,2,0.3,COc1ccc(S(=O)(=O)N2CCN=C2SCc2cccnc2)cc1
-4,10,2,7,·,-4,1,-15,2.1,COc1ccc(C(=O)Nc2ccc(NC(=O)c3ccccn3)cn2)cc1
14,2,2,0,-3,10,3,4,0.7,O=C(CCN1C(=O)C2CC=C(Cl)CC2C1=O)Nc1ccccc1O (stereo unspecified)
-10,19,-1,23,-3,2,-26,-10,-2.8,Cc1sc2ncnc(N3CCC(C(=O)NNC(=O)c4ccc(Cl)cc4)CC3)c2c1C
-11,4,-7,-1,·,23,-4,2,2.0,Cc1cc(C)cc(NC(=S)Nc2cccc3cnccc23)c1
-4,10,1,3,3,7,-7,-8,-0.1,O=S1(=O)C=C(N2CCOCC2)c2ccccc21
7,3,1,5,-2,-10,-4,-24,1.3,Cc1cc(Cl)ccc1OCC(=O)N/N=C/c1ccncc1
-6,20,-21,0,·,-17,-11,9,0.1,Cc1ccccc1OCCCCN1CCCCC1

Seven compounds already listed, sorted by length of the SMILES, low to high.
CHRM4 PAM,M5 antag,M5 ag,CHRM4 agonist,IDE inh,CRFBP-R2 block,M5 PAM,CHRM4 antagonist,CRFBP-R2 agonist,molecule
-6,20,-21,0,·,-17,-11,9,0.1,Cc1ccccc1OCCCCN1CCCCC1
13,-4,-3,2,1,5,15,-11,-0.9,O=c1[nH]c2cccnc2c2ccsc12
7,3,1,5,-2,-10,-4,-24,1.3,Cc1cc(Cl)ccc1OCC(=O)N/N=C/c1ccncc1
-2,2,-11,0,1,2,0,-10,1.3,Cc1cc(C)c(OCCOCCN2CCN(C)CC2)c(Cl)c1
-5,6,-2,1,-4,6,-5,2,0.3,COc1ccc(S(=O)(=O)N2CCN=C2SCc2cccnc2)cc1
14,2,2,0,-3,10,3,4,0.7,O=C(CCN1C(=O)C2CC=C(Cl)CC2C1=O)Nc1ccccc1O (stereo unspecified)
-10,19,-1,23,-3,2,-26,-10,-2.8,Cc1sc2ncnc(N3CCC(C(=O)NNC(=O)c4ccc(Cl)cc4)CC3)c2c1C

Screens (PubChem)
